IL2 activator: qHTS of IL-2 Activators | IL-2 activation reporter assay, cell-based qHTS; stimulated with anti-CD3/CD4/CD28 beads; in transgenic mouse T cells | activation, % (series mostly up to about 46 µM) | 0.065% of 360,000 active; in the data active means activation above about 50%; inconclusive means mostly about 30% to 49%; further: 0% is about no effect
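Unstimulated transgenic mouse T cells; 60-min compound exposure; bead-based TCR/CD4/CD28 stimulation; 18 h culture, 37 degrees C; dual fluorescence (EGFP, DsRed) plate cytometry.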
PLK1 PBD inh: qHTS for Inhibitors of PLK1-PDB (polo-like kinase 1 - polo-box domain): Primary Screen; Serine/threonine-protein kinase PLK1 (Homo sapiens), P53350; Plk1 PBD binding of FITC phosphopeptide, fluorescence polarization; Potency, µM, for inactives: max response, negative = inhibition, hits mostly inhibitors; 2.8% of 360,000 active; AID 720504, 2013; further: potency means the concentration at half of the fitted maximal effect; series mostly up to about 57 µM; on the % scale 0 is the no-effect control and ±100 the full control effect; nearly all actives have a fitted effect of over 65% in size
EPAC1 agonist: qHTS for Agonist of cAMP-regulated guanine nucleotide exchange factor 3 (EPAC1): primary screen; Rap guanine nucleotide exchange factor 3 (Homo sapiens), O95398; EPAC1 agonist qHTS, biochemical assay; response scale: 100% = response to 6.5 mM cAMP; Potency, µM (series often up to 154 µM), for inactives: top-dose activation, actives largely listed as activators; 0.073% of 360,000 active; AID 720707, 2013; further: potency means the concentration at half of the fitted maximal effect; nearly all actives have a fitted effect of over 60% in size
Target sequence (O95398 whole entry, looked up): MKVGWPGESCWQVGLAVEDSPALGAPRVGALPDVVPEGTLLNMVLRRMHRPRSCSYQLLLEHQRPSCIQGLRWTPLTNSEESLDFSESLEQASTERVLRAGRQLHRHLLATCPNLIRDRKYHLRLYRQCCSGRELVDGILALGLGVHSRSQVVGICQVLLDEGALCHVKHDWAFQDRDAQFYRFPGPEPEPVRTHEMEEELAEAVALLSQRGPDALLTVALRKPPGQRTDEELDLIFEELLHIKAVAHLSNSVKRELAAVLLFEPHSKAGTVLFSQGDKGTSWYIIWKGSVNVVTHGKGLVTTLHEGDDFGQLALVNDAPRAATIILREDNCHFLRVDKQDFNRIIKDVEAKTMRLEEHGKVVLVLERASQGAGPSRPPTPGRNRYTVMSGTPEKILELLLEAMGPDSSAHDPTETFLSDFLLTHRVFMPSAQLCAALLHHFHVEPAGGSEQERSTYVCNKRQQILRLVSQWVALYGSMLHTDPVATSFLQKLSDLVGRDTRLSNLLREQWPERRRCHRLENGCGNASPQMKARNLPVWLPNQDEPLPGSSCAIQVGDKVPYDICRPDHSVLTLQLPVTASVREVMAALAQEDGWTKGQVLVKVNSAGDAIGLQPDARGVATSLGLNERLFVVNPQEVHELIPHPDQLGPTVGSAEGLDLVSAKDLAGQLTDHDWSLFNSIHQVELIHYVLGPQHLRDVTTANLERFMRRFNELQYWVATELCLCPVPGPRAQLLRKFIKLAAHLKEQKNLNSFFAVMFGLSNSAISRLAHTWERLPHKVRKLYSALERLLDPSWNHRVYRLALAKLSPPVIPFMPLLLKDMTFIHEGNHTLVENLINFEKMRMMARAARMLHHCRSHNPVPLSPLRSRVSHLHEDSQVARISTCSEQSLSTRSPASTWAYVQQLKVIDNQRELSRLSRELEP
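EPAC1 100 nM, Rap1B–BODIPY-GDP 250 nM, unlabeled GDP 50 uM; compound titration; 5 min RT; kinetic read ex480/em540 at 5-min intervals ×30 min; data normalized to 6.5 mM cAMP agonist control.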
PI5P4K alpha inh: qHTS for Inhibitors of phosphatidylinositol 5-phosphate 4-kinase (PI5P4K); Phosphatidylinositol 5-phosphate 4-kinase type-2 alpha (Homo sapiens), P48426; PI5P4Kalpha enzyme, ADP-Glo luminescence, 60 min; active compounds read low; max response, %; 1.2% of 330,000 active; AID 652105, 2013; active means max response of -50% or lower; inconclusive means between -30% and -50%; inactive means -30% or higher; further: value at the top dose of about 77 µM; on the % scale 0 is the no-effect control and ±100 the full control effect
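Luminescence from ADP-Glo served as readout of PI5P4Kalpha activity in a qHTS format. Reaction: enzyme, substrate, compound, ATP at 5 microM final, 60 min at RT.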
Abeta yeast res: qHTS for compounds that reverse cellular toxicity of Amyloid beta (A-beta) peptide in yeast: Primary Screen; yeast expressing A-beta42, growth rescue, OD600, 48 h; response scale: 0% DMSO, 100% iron-clioquinol control; Potency, µM (top dose mostly 46.1 µM), for inactives: at the highest dose growth rescue, actives largely listed as activators; 0.063% of 410,000 active; AID 1347071, 2019; further: potency means the concentration at half of the fitted maximal effect; nearly all actives have a fitted effect of over 55% in size
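Yeast A-beta toxicity model in growth medium with pinned compounds, 48 h at 30 C; growth read as absorbance at 600 nm. Normalized to FeCl3/clioquinol equimolar mix (positive) and DMSO (negative).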
WRN helicase inh: qHTS for Inhibitors of WRN Helicase. Bifunctional 3'-5' exonuclease/ATP-dependent helicase WRN (Homo sapiens), Q14191. WRN helicase unwinding, fluorescent forked duplex, kinetic. Potency, µM (top dose mostly 114 µM), without a hit: top-dose activity change, negative = inhibition, actives largely listed as inhibitors. 0.46% of 360,000 active; further: potency means the concentration at half of the fitted maximal effect; on the % scale 0 is the no-effect control and ±100 the full control effect; nearly all actives have a fitted effect of over 55% in size
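Kinetic fluorescence helicase assay: unwinding of a quenched forked DNA duplex (100 nM final) with 2 mM ATP final raises red fluorescence (525/598 nm). Compounds sat 15 min at room temperature with 20 nM WRN beforehand.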
EPAC1 antag: qHTS for Antagonist of cAMP-regulated guanine nucleotide exchange factor 3 (EPAC1): primary screen; AID 720709, 2013; EPAC1 GEF assay, Rap1b-BODIPY-GDP exchange fluorescence; 0.14% of 360,000 active; Rap guanine nucleotide exchange factor 3 (Homo sapiens), O95398; Potency, µM (doses to about 115 µM), without a hit: at the highest dose activity change, negative = inhibition, most hits filed as inhibitors;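 further: potency means the concentration at half of the fitted maximal effect; plate controls were vehicle for no effect and positive control for full effect; nearly all actives have a fitted effect of over 50% in size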
aSyn rescue: qHTS of alpha-syn Inhibitors | Yeast expressing alpha-synuclein, growth rescue, BacTiter-Glo, 24 h | Potency, µM (series often up to 46.1 µM), for the others: at the highest dose growth rescue (activation), usual class: activators | 0.14% of 370,000 active | AID 652106, 2013; further: potency means the concentration at half of the fitted maximal effect; % of control where 0% means no effect; nearly all actives have a fitted effect of over 65% in size
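Galactose-induced alpha-syn yeast (OD600=0.02, raffinose-pregrown) + pinned cpd, 24 hr, 30 deg C; growth by BacTiter-Glo luminescence. Growth restoration scores as activation.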
FUS suppressor: qHTS for Suppressors of FUS Proteinopathy: Primary screen using FUS-linked yeast assay; S. cerevisiae FUS-expressing, growth rescue, OD600, 24 h; 0.24% of 390,000 active; Potency, µM (series often up to 76.6 µM), without a hit: at the top dose growth rescue (activation), usual class: activators;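 further: potency means the concentration at half of the fitted maximal effect; plate controls were DMSO vehicle for no effect and reference control for full effect; nearly all actives have a fitted effect of over 55% in size; some results filed as inactive show a strong effect at the top dose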
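Restored growth of FUS-toxic S. cerevisiae, read as 600 nm absorbance after 24 h at 30C in galactose medium (starting OD 0.005). Controls CP55940 and DMSO.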
* marks the source's active call; other numbers are inactive results; ? = inconclusive; / = not tested or not shown; & = joins results of further samples; [ ] = dose if it differs, or a comment. Unless noted, the call rests on the fitted dose curve; in most records, active means well fitted curve in the direction sought with a large enough effect; inconclusive means small, poorly fitted or top-dose-only effect, or another doubt; inactive means no such curve, though single readings can be large; an effect the other way counts as inactive or inconclusive.

SMILES	IL2 activator	PLK1 PBD inh	EPAC1 agonist	PI5P4K alpha inh	Abeta yeast res	WRN helicase inh	EPAC1 antag	aSyn rescue	FUS suppressor
CCOC(=O)C1=CC[C@@H](c2cccc(C)c2)N(S(=O)(=O)c2ccc(C)cc2)[C@H]1C(=O)OCC	-0.5	-4%	-1%	6	26%	-10%	-22%	-9%	44%
CC(=O)c1cccc(NC(=O)N2C3CCC2CC(NC(=O)C2CC2)C3)c1 (stereo not drawn)	0.5	5%	9%	-1	-2%	2%	6%	8%	-4%
COc1cccc(-c2nc(CS(=O)(=O)CC(=O)NCCCOC(C)C)c(C)o2)c1	1.6	-7%	3%	-1	29%	-1%	2%	-7%	26%
COc1ccc(CNC(=O)CSc2n[nH]c(C)c2[N+](=O)[O-])cc1	-0.6	-2%	-4%	4	2%	2%	-4%	-3%	/
Cc1cc(C)c(OCC(=O)N(Cc2ccc(N(C)C)cc2)C2CCS(=O)(=O)C2)c(C)c1 (stereo not drawn)	-0.3	-18%	3%	0	-3%	-11%	?	-7%	37%
O=C(CCSc1nc2ccccc2s1)N/N=C/c1c(O)ccc2ccccc12	-0.8	-17%	1%	3	-15%	4%	-1%	-7%	18%
CC1CCCN(C(=O)c2ccc(COc3ccccc3Br)cc2)C1 (stereo not drawn)	0.7	-5%	11%	3	-8%	-10%	-20%	-6%	4%
CCOC(=O)c1nn(C)c(C)c1Cl	-1.1	-15%	1%	-8	-11%	-2%	-14%	-11%	29%
O=C(O)C1CCCN1S(=O)(=O)c1ccc(F)cc1 (stereo not drawn)	0.0	1%	10%	2	-2%	-4%	15%	6%	-18%
O=C(CCN1C(=O)[C@@H]2Cc3ccccc3CN2C1=O)N[C@H](Cc1ccccc1)C(=O)O	0.0	-3%	-1%	1	-12%	-4%	-4%	-7%	-9%
O=C(CCn1c(=O)oc2ccccc21)Nc1ccc(C(=O)O)cc1	0.9	-1%	1%	4	-18%	5%	10%	-5%	-5%
Nc1sccc1C(=O)NCCN1CCOCC1	-0.2	?	2%	?	-2%	-2%	-9%	-2%	-5%
CCCN1CCN(CCCNC(=O)c2ccc(CS(=O)c3ccc(OC)cc3)o2)CC1 (stereo not drawn)	-2.5	-19%	-2%	4	-6%&-9%	3%	-9%	-1%	-17%&-14%
CCOc1ccc(NC(=O)/C(C#N)=C/c2ccc(N3CCCC3)c(C)c2)cc1	270*	20%	112µM*	-8	4%	4%	90%[activator]	-1%	8%
CC(c1ccccc1)n1cc(C(=O)NCCCn2ccnc2)nn1 (stereo not drawn)	-2.3	-3%	0%	9	-11%	7%	9%	-11%	22%
COc1ccc(C2CC(O)(c3ccccc3)Oc3cc(OC)cc(OC)c32)cc1 (stereo not drawn)	-0.3	0%	4%	6	2%	-3%	-23%	12%	?
CN(C)S(=O)(=O)c1cccc(C(=O)OCC(=O)Nc2sccc2C(N)=O)c1	-1.2	-7%	-6%	-66*	6%	?	-5%	1%	18%
COc1ccc(N2CCN(Cc3nc4c(c(=O)[nH]c(=O)n4C)n3CCCc3ccccc3)CC2)cc1	-0.8	-6%	5%	/	-9%	-6%	-23%	4%	36%
C/C(=N\OCC(=O)OCC(=O)N(C)c1ccccc1)c1ccc2c(c1)OCO2	0.1	2%	-5%	-1	-4%	7%	-19%	3%	7%
CS(=O)(=O)N(CCC#N)Cc1ccc(C=O)o1	-0.4	-11%	15%	0	10%	5%	15%	7%	-13%
COc1ccc([C@H]2[C@H](C(=O)C(C)(C)C)N3N=Cc4ccccc4C3[C@]23N=C(c2ccccc2)OC3=O)cc1 (stereo partly drawn)	1.2	-2%	0%	/	23%	1%	3%	5%	?
COc1ccc(NS(=O)(=O)c2cccc(NC(=O)C3=NN(c4ccccc4)C(=O)CC3)c2)cc1	-0.4	5%	-3%	1	6%	-7%	-12%	7%	?
CC(=O)N1CCOc2ccc(S(=O)(=O)NC[C@H]3O[C@@H](n4ccc(=O)[nH]c4=O)[C@H](O)[C@@H]3O)cc21	0.0	-12%	0%	3	0%	-7%	22%	-6%	-12%
COc1ccc2c(c1)c1nc3ccccc3nc1n2Cc1ccc(OC(C)C)c(OC)c1	-0.2	-10%	17%	38	4%	-21%	-3%	3%	/
CCN(CCNC(=O)C1CCCN(Cc2nc(-c3ccc(OC)cc3)oc2C)C1)c1ccccc1 (stereo not drawn)	-2.9	-1%	11%	/	4%	1%	1%	4%	25%
CCc1ccccc1N(CC(=O)Nc1cccnc1)S(=O)(=O)c1ccccc1	-0.8	0%	2%	3	9%	-5%	-10%	6%	12%
COC(=O)C1=C(O)/C(=C\c2ccc(OCC(=O)Nc3ccccc3OC)cc2)N=C1C	-0.6	21µM*	7%	?	15%	-4%	2%	1%	15%
CCn1cc(S(=O)(=O)c2ccc(C)cc2)[nH]c1=O	-4.9	-1%	-1%	-1	12%	0%	-5%	-8%	-8%
CCOC(=O)c1[nH]c2ccc(Br)cc2c1NC(=O)CCN1CCN(C(=O)OCC)CC1	-1.1	-1%	-11%	-5	?	-2%	1%	-6%	10%
O=C(Nc1ccc(N2CCN(C(=O)c3ccco3)CC2)cc1)c1ccccc1Br	-0.5	-5%	11%	0	12%	2%	-6%	11%	13%
O=C(NCCN1CCCCC1)Nc1ccc(Br)cc1	1.5	-8%	5%	2	3%	-31%	-16%	-1%	19%
CCC(=O)NC(Nc1sc2c(c1C(=O)OC)CCC2)C(Cl)(Cl)Cl (stereo not drawn)	0.3	-7%	1%	1	12%	-22%	2%	6%	/
COc1ccc(C(=O)N/N=C/c2ccc3cccc(OCc4ccccc4)c3n2)cc1	-4.0	1%	8%	-23	7%	3%	?	9%	11%
COc1ccc(Cc2nnc(Nc3c(C)cccc3C)o2)cc1OC	0.3	4%	-1%	0	8%	-4%	20%	-2%	3%
CCOC(=O)c1c(-c2ccccc2)oc2ccc(OCC(=O)NNC(=O)CCCC(=O)O)cc12	0.6	-9%	10%	-2	4%	-5%	2%	-4%	35%
Cc1cc(=O)oc2cc(OCC(=O)OCc3nnc(-c4ccccc4)o3)ccc12	-3.1	1%	-9%	-4	21%	3%	13%	0%	11%
O=[N+]([O-])c1cc(-c2ccc(C(=S)N3CCOCC3)o2)ccc1Cl	-2.7	2.7µM*	-2%	-29	9%	9%	-12%	-11%	-9%
Cc1nn(-c2ccccc2)c(C)c1/C=N/NC(=O)c1ccccc1O	-3.4	-9%	6%	-8	-2%	-16%	11%	-10%	36%
COc1ccc(NC(=O)COc2cccc(C(F)(F)F)c2)cn1	0.5	-29%	-13%	4	19%	-12%	-3%	-12%	29%
Cc1cccc(N2CCN(C(=O)COc3cccc4c3OC(C)(C)C4)CC2)c1C	-1.8	?	6%	1	12%	-1%	-6%	14%	?
COc1ccc(S(=O)(=O)N(C)c2ccc(C(=O)N3CCN(c4ccccc4)CC3)cc2)cc1OC	-1.1	-4%	-12%	0	12%	-8%	-3%	9%	25%
CCOC(=O)C1=CCN(S(=O)(=O)c2ccc(C)cc2)C1c1cccc(F)c1 (stereo not drawn)	-0.6	-4%	4%	3	-12%	-9%	-22%	10%	31%
CCc1ccc(C2=NN(CCC(=O)NC(C)c3ccc4c(c3)OCCO4)C(=O)CC2)cc1 (stereo not drawn)	1.3	-1%	3%	13	4%	-1%	-15%	3%	-4%
CCN(CC)CCCN1C(=O)C(O)=C(C(=O)c2ccco2)C1c1ccc(OC(C)C)cc1 (stereo not drawn)	-0.8	-3%	-7%	-5	-5%	2%	9%	8%	20%
CCOc1ccc(NS(=O)(=O)c2cc3c(cc2C)N(C)CCO3)cc1	-2.4	0%	-20%	3	-6%	7%	?	-1%	-17%
C=CCOc1ccc(CNc2ccc(NC(=O)CCC)cc2)cc1OCC	-2.3	-8%	-3%	-1	-10%	3%	10%	-10%	/
O=C(Oc1ccc2c(=O)c(Cl)coc2c1)c1cccnc1	-2.4	?	4%	-2	4%	7%	-11%	9%	12%
CN(C)CCc1cc2c(c3c1ccc1ccccc13)OCO2	-2.8	-9%	-1%	6	-13%	-5%	3%	-6%	-6%
COc1ccc(C(=O)N/N=C(/C)c2ccc(N3CCCCC3)cc2)cc1	-4.4	30µM*	-6%	-15	-8%	4%	9%	-2%	-7%
COC(=O)c1ccc(C2/C(=C(\O)c3cccc(OC)c3)C(=O)C(=O)N2CCCN2CCOCC2)cc1 (stereo not drawn)	-1.8	1%	-3%	-4	23%	3%	8%	0%	-7%
O=C1C=C(c2ccc(Cl)cc2)OC2(CCCC2)O1	-1.4	-1%	4%	3	-5%	-10%	5%	-1%	2%
O=C(CSc1nccn1-c1ccc(Cl)cc1)NCc1ccc2c(c1)OCO2	0.5	-9%	2%	3	37%	-8%	-27%	1%	-1%
O=C(Cn1cncn1)N/N=C/c1c2ccccc2cc2ccccc12	-0.2	?	9%	3	0%	15%	5%	3%	5%

Screens (PubChem BioAssay)
